Compound activity deposited in PubChem by several laboratories.
Granule exo inh: lytic granule exocytosis inhibition; TALL-104 LAMP-1 surface exposure, flow cytometry; cells stimulated with thapsigargin and PMA; inhibition, % at 10 µM; 0.66% of 360,000 active; AID 651702;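 active = inhibition above about 55%, limit read from the data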
MC4R antag cAMP: human MC4R antagonism in cAMP assay | inhibition, % at 6.5 µM | MC4R-expressing cells, MTII-stimulated cAMP, LANCE TR-FRET | AID 540295 | P32245 | 0.48% of 360,000 active;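 active = inhibition above its plate's cutoff, the mean of tested wells on that plate plus 3 SD, cut at about 29% in these data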;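 note: 0% = Melanotan II alone and 100% = Melanotan II plus saturating MCL0020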
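Material – human MC4R-expressing U2OS cells · Repeats – no replicates · Detection – TR-FRET with Eu-cAMP and labeled anti-cAMP, 671 nm · Times – compound 30 min, challenge 1 h, detection 1 h · Compound – single nominal compound dose of 6.5 µM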
ABCB6 inh 2: blocks the human ABCB6 transporter; Q9NP58; 0.19% of 360,000 active; fluorescence ratio to DMSO, % at 10 µM; K562-ABCB6 porphyrin accumulation, flow cytometry, 1 h; active compounds read low;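 active = fluorescence ratio to DMSO below 75%, the collection mean minus 3 SD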;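 note: signal is porphyrin accumulated inside mitochondria; 100% equals median channel fluorescence of DMSO control wells; lower ratio means ABCB6 inhibition with less porphyrin fluorescence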
Target sequence (Q9NP58 whole entry, looked up): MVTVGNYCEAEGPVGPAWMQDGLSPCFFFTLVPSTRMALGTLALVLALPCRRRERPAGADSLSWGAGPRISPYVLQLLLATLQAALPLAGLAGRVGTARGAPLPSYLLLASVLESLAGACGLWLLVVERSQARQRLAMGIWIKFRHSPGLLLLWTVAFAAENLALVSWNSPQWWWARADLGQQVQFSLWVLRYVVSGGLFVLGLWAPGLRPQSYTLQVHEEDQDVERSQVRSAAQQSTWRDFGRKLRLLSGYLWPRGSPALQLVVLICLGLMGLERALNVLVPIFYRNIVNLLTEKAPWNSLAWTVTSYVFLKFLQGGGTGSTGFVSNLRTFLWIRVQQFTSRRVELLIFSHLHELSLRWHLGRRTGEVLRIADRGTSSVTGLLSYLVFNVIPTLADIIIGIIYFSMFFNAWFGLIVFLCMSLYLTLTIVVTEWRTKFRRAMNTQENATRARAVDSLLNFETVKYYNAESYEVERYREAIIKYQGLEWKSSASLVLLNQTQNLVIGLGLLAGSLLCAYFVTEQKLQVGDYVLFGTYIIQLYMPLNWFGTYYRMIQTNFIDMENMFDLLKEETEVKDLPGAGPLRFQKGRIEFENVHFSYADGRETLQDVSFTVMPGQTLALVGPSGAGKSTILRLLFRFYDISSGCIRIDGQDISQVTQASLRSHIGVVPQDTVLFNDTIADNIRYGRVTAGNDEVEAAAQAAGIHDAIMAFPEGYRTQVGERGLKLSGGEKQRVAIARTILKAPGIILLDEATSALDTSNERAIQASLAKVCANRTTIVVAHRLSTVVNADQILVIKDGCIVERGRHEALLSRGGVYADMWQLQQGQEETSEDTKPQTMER
Cardio protect: myocardial damage modulation in H9c2 cells; 0.63% of 360,000 active; AID 588492; H9c2 cardiomyocytes, H2O2 injury protection, ATPLite, 2 h; protection from H2O2 cell death, % at 20 µM;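 active = compounds giving at least 50% protection of heart cells from peroxide-induced death in the single-dose screen, raw or plate-pattern-corrected value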;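 note: 0% = DMSO wells with peroxide and 100% = DMSO wells without peroxide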
m5-HT2A agonist: mouse HTR2A agonism via beta-arrestin recruitment. activation, % at 7.6 µM. AID 624169. 0.66% of 360,000 active. P35363. CHO-K1 mHTR2A beta-arrestin complementation, luminescence; percent of 30 µM serotonin response;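 active = activation above a run cutoff, the mean activation of all tested compounds plus 3 SD, cut at about 14% in these data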;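 note: 0% = plate median of compound wells and 100% = 30 µM serotonin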
ABHD5-PLIN5 inh: blocks binding of human ABHD5 to perilipin-5. Q00G26+Q8WTS1. Split G. princeps luciferase complementation, luminescence, 4 h. inhibition, % at 4 µM. 0.78% of 360,000 active;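 active = inhibition above the mean inhibition across every tested compound plus 3 SD, cut at about 22% in these data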;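 note: 0% = DMSO only wells and the 100% control is not disclosed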
hiPSC survival: hiPSC single-cell survival enhancement | ATPlite luminescence; 100% = ROCK inhibitor wells, 0% = DMSO | survival enhancement, % at 20 µM | 0.044% of 360,000 active | AID 602274; in the data active = survival enhancement above about 18%;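 note: cells exposed to compounds for 16 hours before the ATP read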
MC4R barr agon: activates human MC4R beta-arrestin recruitment; P32245; U2OS MC4R beta-arrestin complementation, luminescence; percent of melanotan II response, DMSO zero; activation, % at 8.9 µM; 0.98% of 360,000 active;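 active = activation above a per-plate cutoff, the mean activation of sample wells on that plate plus 3 SD, cut at about 8% in these data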
Glyco luc inh: blocks N-linked glycosylation in D54 reporter cells. 0.23% of 360,000 active. D54 ERlucT glycosylation luciferase reporter, 24 h; percent of 100 nM tunicamycin response. reporter increase, % at 12.5 µM;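 active = mean luciferase reporter signal, scaled so untreated is 0 and the glycosylation-blocking control 100, at or above a set limit in every replicate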;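 note: luciferase carries N-glycosylation sites so blocking glycosylation raises the light; 0% = median of neutral control wells and 100% = median of 100 nM tunicamycin wells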
aDG glyco up: alpha-DG glycosylation activation; AID 624168; Pro5-aDG cells, alpha-DG glycosylation AlphaScreen (IIH6); 0% Pro5, 100% B10-LARGE cell signal; 0.22% of 360,000 active; activation, % at 10 µM;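 active = activation of at least 8% versus controls, or a plate z-score of at least 8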;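 note: Pro5 are CHO cells carrying HIG-tagged alpha-DG that lacks glycosylation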
An asterisk follows results filed as active; . = not tested or not shown.

SMILES | Granule exo inh | MC4R antag cAMP | ABCB6 inh 2 | Cardio protect | m5-HT2A agonist | ABHD5-PLIN5 inh | hiPSC survival | MC4R barr agon | Glyco luc inh | aDG glyco up
CC(=O)c1ccc(-c2cnc3c(NC=O)cc(-c4ccccc4Oc4ccccc4)cn23)cc1 | 6 | 2 | 94 | 19 | -4 | 9 | -0.9 | 1.4 | 11 | 0.2
O=C(CCCC(=O)N1CCCC1)N1CCCC1 | 6 | 19 | 105 | -8 | 3 | 5 | 0.3 | -1.0 | -1 | 0.0
COC(=O)c1cc(S(=O)(=O)N(Cc2ccccc2)C(C)(C)C)c[nH]1 | 1 | -7 | 98 | -1 | -1 | -1 | -0.5 | 2.2 | 14 | 1.2
O=C(Cn1cc(C(F)(F)F)ccc1=O)Nc1cccc(S(=O)(=O)N2CCOCC2)c1 | -3 | -2 | 99 | 4 | 0 | 12 | 0.2 | 3.1 | 7 | -0.2
COCCNCCCCSc1ccc(Cl)cc1 | 7 | 5 | 94 | 4 | -3 | 1 | 6.2 | -0.2 | 0 | 0.7
Cc1c(C(=O)N2CCN(C(c3ccccc3)c3ccccc3)CC2)oc2ccccc12 | 3 | 2 | 101 | -10 | 4 | -2 | -0.4 | -4.0 | -9 | 0.1
CCOc1ccc(/C=N/NC(=O)C(C)N(c2ccc(OC)cc2)S(C)(=O)=O)cc1 (stereo not drawn) | 5 | -4 | 101 | 3 | -3 | -5 | 0.4 | -1.1 | 1 | -0.2
N#C/C(=C\c1c(N(Cc2ccccc2)Cc2ccccc2)nc2ccccn2c1=O)C(N)=O | 1 | -14 | 104 | 46 | 2 | 6 | 0.0 | -1.0 | 0 | -0.1
CSCCC(NS(=O)(=O)c1cccs1)C(=O)NCc1ccccc1 (stereo not drawn) | 3 | -3 | 101 | 3 | 2 | -2 | -0.8 | -0.5 | 0 | 0.1
COC(=O)CCCC1=CC2=C(c3ccccc3)C(=O)C(C)(OC(=O)C3CCCC3)C(=O)C2=CN1c1ccc(OC)cc1 (stereo not drawn) | 3 | 9 | 101 | 7 | -7 | 4 | -1.9 | -0.6 | -1 | 0.0
CN1CCN(c2c(F)cc3c(=O)c(C(=O)O)cn4c3c2OCN4C)CC1 | 2 | -1 | 99 | -4 | 4 | 5 | -0.4 | -2.9 | 2 | -0.1
C[C@@H]1CN([C@@H](C)CO)C(=O)CCCn2nncc2CO[C@H]1CN(C)Cc1ccccc1C(F)(F)F | -4 | 1 | 104 | 7 | 7 | 4 | 0.5 | -0.9 | 0 | 0.7
C=CCSc1nc2sc3c(c2c(=O)n1CC=C)CCc1ccccc1-3 | -2 | 0 | 96 | -2 | -1 | 0 | 1.8 | 0.0 | -5 | -0.2
CC(C)=CCc1cc([C@@H]2COc3c(ccc4c3C=CC(C)(C)O4)C2)c(O)cc1O | 10 | 12 | 96 | -14 | 8 | -26 | -0.3 | 0.7 | -7 | 0.6
COc1ccc(N2CCN(c3nc4ccc(C)cn4c(=O)c3C=O)CC2)cc1 | 4 | 8 | 100 | -2 | 3 | 6 | -0.4 | -0.8 | 1 | -0.2
Cc1ccccc1NC(=O)c1ccccc1NC(=O)c1ccco1 | -5 | 3 | 95 | 2 | 0 | -3 | 2.1 | -1.1 | 1 | 0.1
O=C(NC1CCCCC1)N1CCN(C(=O)c2ccco2)CC1 | -2 | 21 | 101 | 8 | 5 | 2 | -0.8 | 2.7 | 0 | 0.0
CCOC(=O)C(=CNc1cc(C)nn1-c1ccccc1)C(=O)OCC | 0 | 12 | 98 | 11 | 6 | -1 | 0.9 | -1.2 | 3 | 0.2
Cc1ccc(-n2c(SCC(=O)N3CCCCC3)nc(O)c(Cc3ccccc3)c2=O)cc1 | -1 | 9 | 97 | 1 | 5 | -3 | 0.3 | -3.0 | 1 | -0.2
CCOc1ccc(OCC(=O)N2CCOCC2)cc1 | 0 | -3 | 97 | 15 | 9 | 3 | -2.1 | -1.8 | 1 | 0.1

An excerpt of these results, as tab-separated lines:
canonical_smiles	Granule exo inh	MC4R antag cAMP	ABCB6 inh 2	Cardio protect	m5-HT2A agonist	ABHD5-PLIN5 inh	hiPSC survival	MC4R barr agon	Glyco luc inh	aDG glyco up
C[C@@H]1CN([C@@H](C)CO)C(=O)CCCn2nncc2CO[C@H]1CN(C)Cc1ccccc1C(F)(F)F	-4	1	104	7	7	4	0.5	-0.9	0	0.7
CC(C)=CCc1cc([C@@H]2COc3c(ccc4c3C=CC(C)(C)O4)C2)c(O)cc1O	10	12	96	-14	8	-26	-0.3	0.7	-7	0.6
O=C(NC1CCCCC1)N1CCN(C(=O)c2ccco2)CC1	-2	21	101	8	5	2	-0.8	2.7	0	0.0

Following part.
SMILES | Granule exo inh | MC4R antag cAMP | ABCB6 inh 2 | Cardio protect | m5-HT2A agonist | ABHD5-PLIN5 inh | hiPSC survival | MC4R barr agon | Glyco luc inh | aDG glyco up
O=C1COc2ccc(C(=O)COC(=O)c3cccnc3Cl)cc2N1 | -2 | -2 | 101 | 10 | -1 | -6 | 1.9 | -4.0 | 2 | -0.1
Cc1ccc(C(C)NC(=O)Cc2cccs2)c(C)c1 (stereo not drawn) | 2 | -3 | 111 | 0 | -1 | 3 | -0.4 | -0.3 | -1 | 0.0
COc1ccc(Cl)cc1-n1c(C)cc(C(=O)O)c1C | -4 | -6 | 108 | 3 | 3 | -7 | 3.5 | 2.4 | 3 | 0.0
Cn1c(NCCCN2CCOCC2)nc2c1c(=O)n(Cc1ccc(Cl)cc1Cl)c(=O)n2C | 5 | 1 | 97 | 4 | 4 | 7 | 6.7 | 1.8 | -4 | -0.3
Cc1cc([N+](=O)[O-])c(C)cc1-c1ccc(/C=N/n2cnnc2)o1 | 1 | 2 | 98 | 3 | 0 | -7 | -0.6 | -0.8 | -1 | 0.0
O=C(NNc1cccc(Cl)n1)c1ccc(Cl)nc1 | 0 | 18 | 95 | 5 | -3 | 0 | 1.3 | 0.3 | 0 | 0.1
CCCCN(C(=O)c1ccc([N+](=O)[O-])s1)c1c(N)n(CC(C)C)c(=O)[nH]c1=O | -8 | 7 | 103 | 1 | 5 | 8 | 0.1 | -1.6 | 1 | 0.0
Cc1cc(C)c(S(=O)(=O)NC(CC(=O)O)c2cccc([N+](=O)[O-])c2)c(C)c1 (stereo not drawn) | -2 | -5 | 81 | 6 | 3 | 2 | 1.7 | -2.6 | 0 | 0.3
CCOc1ccc(-n2ccnc2SCC(=O)N2CCCc3ccccc32)cc1 | 9 | 0 | 104 | -4 | -2 | 0 | 0.7 | -1.4 | -4 | 0.0
CCN(CC)CCC#CC(O)(c1ccccc1)c1ccccc1 | 11 | 5 | 98 | 1 | 1 | -1 | 0.6 | 0.0 | 1 | 0.1
Clc1ccc(-n2nnc(-c3nccs3)n2)cc1Cl | 49 | -8 | 99 | -8 | 0 | -5 | -1.7 | 0.9 | -10 | -0.3
COc1ccc(OCc2nnc3n2N=C(c2ccccc2)C(CC(=O)O)S3)cc1 (stereo not drawn) | 33 | 1 | 99 | -7 | -1 | -6 | 0.9 | -0.3 | 2 | 0.2
COc1ccc(-c2ccc(CCC(=O)O)n2-c2cc(OC)ccc2OC)cc1 | 16 | -7 | 94 | 4 | -5 | 5 | -1.1 | -1.8 | 15 | -0.1
FC(F)(F)c1cccc(-c2ccc(/C=N/Nc3nncc(-c4ccccc4)n3)o2)c1 | 1 | 2 | 91 | 11 | -1 | 4 | 1.6 | -1.7 | 2 | -0.2
COC(=O)C(c1cc(OC)c(O)c(OC)c1)(N1CCNC(C)C1)C(F)(F)F (stereo not drawn) | 0 | 1 | 96 | 1 | -2 | -3 | -3.3 | -1.8 | 0 | 0.1
c1ccc2c(c1)OCC(CNCC1COc3ccccc3O1)O2 (stereo not drawn) | -2 | 5 | 92 | -1 | 3 | 0 | -0.2 | -0.1 | 3 | 0.0
COc1ccccc1-n1cnnc1SCC(=O)Nc1ccccc1 | -4 | -7 | 96 | 1 | 0 | -7 | -0.3 | -1.6 | 2 | -0.1
O=C(CNC(=S)N(Cc1ccccc1Cl)C1CCCC1)NCCCN1CCOCC1 | 7 | 3 | 93 | 1 | 1 | 0 | 2.0 | -2.8 | 1 | 0.0
COc1ccc(N(CC(=O)N2CCN(c3cc(C)ccc3C)CC2)S(=O)(=O)c2c(C)noc2C)cc1 | 35 | 13 | 94 | -3 | 2 | -7 | -0.3 | -0.7 | 2 | 0.6
CCCOc1ccc2[nH]cc(C(=O)O)c(=O)c2c1 | 2 | 19 | 90 | -14 | 9 | -1 | 0.3 | 0.3 | 1 | -0.1
O=C(CCn1nnnc1CN1CCOCC1)N1CCC(c2ccccc2Cl)C1 (stereo not drawn) | -3 | 11 | 98 | 3 | -1 | 3 | 0.9 | -3.1 | 0 | 0.0
CCSc1nnc(NC(=O)CSc2nc3c(c(=O)n2-c2ccccc2OC)SCC3)s1 | 1 | 9 | 100 | 2 | -4 | 4 | -1.9 | -0.8 | 0 | -0.2
OCCN1CCN(Cc2ccc3ccccc3c2)CC1 | -1 | 9 | 108 | -2 | -2 | -2 | -0.8 | -3.2 | 1 | -0.1
COc1ccc(NC(=O)c2cc(F)cc(F)c2)cc1S(=O)(=O)N1CCCCC1 | -4 | -5 | 89 | 1 | 0 | 1 | -1.7 | -1.3 | 1 | 0.0
CCc1ccc(OCC(=O)N/N=C(\C)c2ccc(O)cc2O)cc1 | 23 | -1 | 92 | 32 | -1 | -10 | -0.7 | 1.1 | -7 | 0.6
COc1ccc(NC(=O)c2cc(C)n(Cc3cccs3)c2C)cc1 | -1 | -4 | 88 | -12 | -2 | 2 | -0.6 | -0.6 | -9 | -0.1
Cc1ccc(/C=N/c2sc3c(c2C(N)=O)CCCC3)o1 | 1 | -2 | 95 | 10 | -1 | -17 | 3.7 | -2.9 | -3 | -0.3
N#Cc1ccc(CN(Nc2ccccc2)c2ccccc2)cc1 | 3 | 8 | 96 | -6 | -3 | -22 | -1.7 | 0.1 | -1 | -0.2
CN(C)S(=O)(=O)Nc1ccc2c(c1)OCO2 | -1 | 4 | 99 | 6 | 3 | -6 | -0.6 | 0.8 | 1 | -0.1
COc1cccc(-c2nnn(CC(=O)Nc3ccc(C)cc3C)n2)c1OC | 0 | 15 | 100 | -4 | 1 | -1 | 4.6 | 8.1 | 1 | 0.2
O=C(CN1CCN(c2ccccn2)CC1)N1c2ccccc2Sc2ccc(C(F)(F)F)cc21 | 12 | 11 | 99 | -5 | -8 | -4 | -0.9 | 0.2 | -12 | 0.1
Cc1c(C(=O)N(C)C)c2ccc(Cl)cc2n1O | 8 | -4 | 101 | 3 | -4 | 5 | 1.0 | 1.0 | 3 | 0.0
CC(C)C[C@@H]1COc2cc(N(C)CCO)ccc2S(=O)(=O)N1 | 5 | . | 181 | . | 2 | 9 | 0.1 | . | . | 0.0
O=C(Nc1cccc(Cl)c1)N(CCN1CCOCC1)Cc1ccccc1F | -4 | -1 | 87 | 2 | 0 | -1 | -1.5 | 1.3 | 3 | 0.2
COc1cc2c(cc1OC)C(=O)NCC(C)(C)O2 | 1 | 0 | 101 | 4 | -1 | 2 | 1.0 | 1.4 | 2 | 0.3
CCN(CC)S(=O)(=O)c1cccc(C(=O)N/N=C/c2ccccn2)c1 | -2 | 9 | 99 | 51* | 0 | -3 | 0.1 | -2.0 | 4 | -0.4
